Screening data (PubChem BioAssay)
HTR5A inv ag: counter-screen for OPRM1-OPRD1 inverse agonists: human HTR5A inverse agonism; P47898; 0.083% of 340,000 active; HTR5A cell line, luminescence; inhibition, % at 9.3 µM; in the data active = inhibition mostly above about 23%, no sharp cut-off; inactive = mostly below about 18%;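 also: 0% = cells with DMSO and 100% = no-cell wells with DMSO; some compounds called inactive have numbers as strong as hits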
NSD2 HMT inh: blocks human histone methyltransferase NSD2. O96028. NSD2 peptide methylation, AlphaScreen, 120 min. inhibition, % at 12.5 µM. 0.54% of 310,000 active; in the data active = inhibition above about 50%
SR-BI DiI inh: mouse SR-BI HDL lipid transfer inhibition; ldlA[mSR-BI] CHO cells, DiI-HDL uptake fluorescence, 3 h; inhibition, % at 12.5 µM; 0.96% of 320,000 active; AID 488896;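 active = mean replicate inhibition of at least 70% and a set share of replicates each scoring 70 or more; inconclusive = meets just one of the two criteria; inactive = fails both criteria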;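 also: 0% = median of neutral control wells and 100% = median of positive control wells; values of inactives mirror those of a sister screen read the other way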
HTR5A ag: activates human HTR5A in OPRM1-OPRD1 agonist counter-screen | P47898 | HTR5A agonist assay, luminescence, cell-based | activation, % at 9.3 µM | 0.61% of 340,000 active; in the data active = activation mostly above about 9.5%, no sharp cut-off; inactive = mostly below about 7.6%;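 also: 0% = cells with vehicle only and 100% = reference agonist; strong numbers were not always called active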
MITF TRPM1 HTS: activators of MITF-driven TRPM1 promoter activity in SK-MEL-5 cells; activation, % at 12.5 µM; 0.75% of 300,000 active; SK-MEL-5 TRPM1-promoter luciferase, 24 h; % of positive control, neutral wells = 0;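 active = mean activation of at least 80% with every replicate also reaching 80%; inconclusive = mean reaches 80% but some replicate falls short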;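 also: 0% = neutral control wells and 100% = parthenolide positive control wells; values of inactives mirror those of a sister screen read the other way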
Wnt act: activators of Wnt/beta-catenin signaling | 1.2% of 300,000 active | AID 743398 | activation, % at 9.35 µM | Wnt/beta-catenin reporter cell assay, activator, plate reader; in the data active = activation above about 30%, passing the limit was not always enough; inconclusive = no clear call, values can overlap the other calls;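 also: 0% = neutral control wells and 100% = positive control wells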
dFosB activator: enhances mouse delta FosB homodimer DNA binding; P13346; purified delta FosB, TAMRA-CDK5 oligo fluorescence polarization; percent of positive-control signal above neutral wells; activation, % at 25 µM; 0.99% of 340,000 active; AID 493131;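 active = mean activation above about 17%, with every replicate also reaching it, limit read from the data, passing the limit was not always enough; inconclusive = only one of the two conditions met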;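 also: fluorescence polarization rise as delta FosB binds a TAMRA Cdk5 AP-1 oligo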
PvdQ inh: P. aeruginosa PvdQ acylase inhibition; 0.063% of 340,000 active; inhibition, % at 10 µM; purified PvdQ acylase, fluorescence plate reader; in the data active = inhibition above about 30%, passing the limit was not always enough; inconclusive = no clear call, values can overlap the other calls;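 also: 0% = vehicle neutral wells and 100% = reference inhibitor wells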
V-ATPase pHluor: regulators of yeast V-ATPase proton transport; S. cerevisiae, pHLuorin cytosolic pH fluorescence; response, % at 10 µM; 0.37% of 350,000 active; AID 504577; in the data active = response mostly above about 7.3%, no sharp cut-off; inactive = mostly below about 5.4%; also: actives read high; inactives centre near 0; some compounds called inactive have numbers as strong as hits; reference of the scale not given here
CDK5 p35 inh: CDK5/p35 (human) kinase inhibition | Recombinant CDK5/p35, ADP-Glo luminescence, 60 min | inhibition, % at 10 µM | 0.01% of 330,000 active | AID 488839;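 active = highest replicate inhibition of at least 50% and at least 75% of replicates reaching 50%; inconclusive = only one of the two criteria met; inactive = both criteria failed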;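 also: plate controls were DMSO neutral control for no effect and GW8510 at 10 µM for full effect; many of its hits are not listed in these tables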
Active calls of the source: *.

For COc1ccc(Cc2nnc(NC(=O)Cn3cnc4c3c(=O)n(C)c(=O)n4C)s2)cc1 the results were NSD2 HMT inh -1, SR-BI DiI inh -15, Wnt act -1, dFosB activator -4, PvdQ inh -5, V-ATPase pHluor 2 and CDK5 p35 inh -2.3.
`COc1cc(NS(=O)(=O)c2ccc(NC(=S)NC(=O)c3ccco3)cc2)nc(OC)n1` gave HTR5A inv ag 8, NSD2 HMT inh 21, SR-BI DiI inh -8, HTR5A ag -3, MITF TRPM1 HTS 4, Wnt act 2, dFosB activator -2, PvdQ inh -7, V-ATPase pHluor -3 and CDK5 p35 inh -0.6.
For Oc1cccc(CCc2ccccn2)c1 the results were HTR5A inv ag -5, NSD2 HMT inh -1, SR-BI DiI inh 0, HTR5A ag 1, MITF TRPM1 HTS 28, Wnt act 4, dFosB activator -7, PvdQ inh 1, V-ATPase pHluor 3 and CDK5 p35 inh 0.2.
`Cc1nnc2ccc(-c3cccc(NC(=O)c4ccco4)c3)nn12` gave HTR5A inv ag -6, HTR5A ag -6, MITF TRPM1 HTS -6, Wnt act 0, dFosB activator -5, PvdQ inh -11, V-ATPase pHluor -2 and CDK5 p35 inh 0.2.
Screening CC(C)CC(=O)N=C1SC2CS(=O)(=O)CC2N1CCc1ccccc1 (stereo not given) returned HTR5A inv ag -18, NSD2 HMT inh -4, SR-BI DiI inh -23, HTR5A ag -2, MITF TRPM1 HTS 1, Wnt act -3, dFosB activator -2, PvdQ inh 4, V-ATPase pHluor 1 and CDK5 p35 inh -1.7.
Screening CCOc1ccccc1NC(=O)CNC(=O)Cc1ccccc1 returned HTR5A inv ag 0, NSD2 HMT inh -8, SR-BI DiI inh -2, HTR5A ag 0, MITF TRPM1 HTS 2, Wnt act 1, dFosB activator 1, PvdQ inh -12, V-ATPase pHluor 0 and CDK5 p35 inh 1.6.
For Cc1ccc(S(=O)(=O)N(C)C)cc1NC(=O)CN1C(=O)NC(Cc2c[nH]c3ccccc23)C1=O (stereo not given) the results were HTR5A inv ag -20, NSD2 HMT inh 0, HTR5A ag -3, MITF TRPM1 HTS -4, Wnt act -1, dFosB activator -4, PvdQ inh -17, V-ATPase pHluor -1 and CDK5 p35 inh 1.5.
`CCc1cc2c(=O)c(-c3cscn3)coc2cc1O` gave HTR5A inv ag 0, NSD2 HMT inh 1, SR-BI DiI inh 0, HTR5A ag 1, MITF TRPM1 HTS 25, Wnt act 5, dFosB activator -1, PvdQ inh -12, V-ATPase pHluor -1 and CDK5 p35 inh 1.1.
Cc1ccccc1-c1nc(-c2ccc(Br)o2)no1 was read as HTR5A inv ag 20, NSD2 HMT inh -2, SR-BI DiI inh -12, HTR5A ag -6, MITF TRPM1 HTS 32, Wnt act inconclusive, dFosB activator -4, PvdQ inh -13, V-ATPase pHluor 0 and CDK5 p35 inh 1.3.
`COc1ccc(CCn2cc(C#N)c(=O)[nH]c2=O)cc1OC` gave HTR5A inv ag 8, NSD2 HMT inh -10, SR-BI DiI inh 0, HTR5A ag -3, MITF TRPM1 HTS -3, Wnt act -2, dFosB activator 7, PvdQ inh -13, V-ATPase pHluor 2 and CDK5 p35 inh -0.5.
N#Cc1c(-c2ccccc2)nc(SCC(=O)N2c3ccccc3Sc3ccccc32)[nH]c1=O was read as HTR5A inv ag -14, NSD2 HMT inh 38, HTR5A ag 3, MITF TRPM1 HTS 10, Wnt act 1, dFosB activator -19, PvdQ inh 3, V-ATPase pHluor 1 and CDK5 p35 inh -0.9.
`Cc1ccc(OCCC(=O)OCC(=O)NC(=O)NCc2ccccc2)cc1` gave HTR5A inv ag 23, NSD2 HMT inh 0, SR-BI DiI inh -6, HTR5A ag 1, MITF TRPM1 HTS 4, Wnt act -4, dFosB activator -1, PvdQ inh -8, V-ATPase pHluor -8 and CDK5 p35 inh -0.5.
`C[C@H]1CN(S(=O)(=O)c2c(F)cccc2F)CCN1S(=O)(=O)c1ccc2c(c1)OCCO2` gave HTR5A inv ag -8, SR-BI DiI inh -6, HTR5A ag 2, MITF TRPM1 HTS 8, Wnt act 1, dFosB activator -2, PvdQ inh -7, V-ATPase pHluor 4 and CDK5 p35 inh -1.3.
C/C(=N\NC(=O)c1cccc(C)c1)c1cccc(NC(=O)c2ccco2)c1 was read as HTR5A inv ag 8, NSD2 HMT inh 18, SR-BI DiI inh 12, HTR5A ag 6, MITF TRPM1 HTS 4, Wnt act -1, dFosB activator -8, PvdQ inh -6, V-ATPase pHluor -3 and CDK5 p35 inh -2.5.
Screening COc1ccc(CNc2nc(NCc3ccc(OC)cc3)c3[nH]cnc3n2)cc1 returned HTR5A inv ag -46, SR-BI DiI inh -5, HTR5A ag 6, MITF TRPM1 HTS -3, Wnt act 24, dFosB activator 4, PvdQ inh 11, V-ATPase pHluor -3 and CDK5 p35 inh -1.2.
`Cc1ccc(Oc2ccccc2NC(=O)CSCC(=O)Nc2cc(C)on2)cc1` gave HTR5A inv ag -34, NSD2 HMT inh -2, SR-BI DiI inh 9, HTR5A ag 5, MITF TRPM1 HTS -24, Wnt act -6, dFosB activator -1, PvdQ inh -14, V-ATPase pHluor 4 and CDK5 p35 inh -2.0.
COC(=O)c1cc2c(cc1Cl)SC(=NCCCN1CCOCC1)NS2(=O)=O was read as HTR5A inv ag 6, NSD2 HMT inh -1, SR-BI DiI inh -6, HTR5A ag -2, dFosB activator -8, PvdQ inh -14, V-ATPase pHluor 1 and CDK5 p35 inh 0.7.
`Cc1ccc(CNC(=O)C2CCCCC2C(=O)O)cc1` (stereo not given) gave HTR5A inv ag 15, NSD2 HMT inh 0, SR-BI DiI inh -5, HTR5A ag -6, MITF TRPM1 HTS -5, dFosB activator 0, PvdQ inh -16, V-ATPase pHluor -1 and CDK5 p35 inh -5.5.
`COc1ccc(-n2c(C)cc(C(=O)COC(=O)Cn3cnc4ccccc43)c2C)cc1` gave HTR5A inv ag 15, SR-BI DiI inh -5, HTR5A ag -1, MITF TRPM1 HTS -13, dFosB activator -8, PvdQ inh 3, V-ATPase pHluor 2 and CDK5 p35 inh -2.0.
Screening Cc1cccc(-n2nc3c(c2NC(=O)C(C)C)CSC3)c1 returned HTR5A inv ag 2, NSD2 HMT inh -2, SR-BI DiI inh 9, HTR5A ag -1, MITF TRPM1 HTS 7, Wnt act 1, dFosB activator 0, PvdQ inh -3, V-ATPase pHluor 2 and CDK5 p35 inh -0.2.
Screening Clc1ccc(-c2csc(N3CCN(c4ccccc4)CC3)n2)cc1 returned HTR5A inv ag 6, NSD2 HMT inh -1, SR-BI DiI inh -7, HTR5A ag -2, MITF TRPM1 HTS 8, dFosB activator 8, PvdQ inh 2, V-ATPase pHluor 2 and CDK5 p35 inh 2.1.
O=C(O)/C=C/c1ccc(S(=O)(=O)Nc2cccnc2)cc1 was read as HTR5A inv ag -1, NSD2 HMT inh 2, SR-BI DiI inh -8, HTR5A ag 0, MITF TRPM1 HTS 4, Wnt act -1, dFosB activator -11, PvdQ inh -6, V-ATPase pHluor -2 and CDK5 p35 inh 0.5.
Screening Cc1cccc(C(=O)NNC(=S)NC(=O)c2ccccc2)c1 returned HTR5A inv ag -26, NSD2 HMT inh 1, SR-BI DiI inh -6, HTR5A ag 0, Wnt act 0, dFosB activator -1, PvdQ inh -19, V-ATPase pHluor 0 and CDK5 p35 inh -8.5.
For O=S(=O)(NC1CCCCCCC1)c1ccccc1 the results were HTR5A inv ag 10, NSD2 HMT inh 20, SR-BI DiI inh -11, HTR5A ag 1, Wnt act 1, dFosB activator 2, PvdQ inh 10, V-ATPase pHluor 7 and CDK5 p35 inh 2.3.
`CC(C)C(=O)Nc1ccc(C(=O)N/N=C/c2cc(Br)cc(Br)c2O)cc1` gave HTR5A inv ag -7, NSD2 HMT inh -2, SR-BI DiI inh 146*, HTR5A ag 2, MITF TRPM1 HTS -15, Wnt act -3, dFosB activator 13, PvdQ inh -11, V-ATPase pHluor -4 and CDK5 p35 inh -0.2.
Screening CCC(C)(C)n1nnnc1C(C(C)C)N(CCN1CCOCC1)Cc1cc2cccc(C)c2[nH]c1=O (stereo not given) returned HTR5A inv ag -10, NSD2 HMT inh -13, SR-BI DiI inh -7, HTR5A ag 0, MITF TRPM1 HTS -12, dFosB activator -6, PvdQ inh -15, V-ATPase pHluor 8 and CDK5 p35 inh 0.9.
Screening CC1=C(C(=O)OCc2ccccc2)C(c2ccc(C(F)(F)F)cc2)NC(=O)N1CCCCCC(=O)O (stereo not given) returned HTR5A inv ag 8, SR-BI DiI inh -14, HTR5A ag 1, MITF TRPM1 HTS 8, Wnt act -3, dFosB activator -6, PvdQ inh -10, V-ATPase pHluor 2 and CDK5 p35 inh 0.3.
O=C(O)c1cc(Cl)c2c(c1)[C@@H]1C=CC[C@@H]1[C@H](c1ccc(S(=O)(=O)N3CCOCC3)cc1)N2 was read as HTR5A inv ag -4, SR-BI DiI inh -32, HTR5A ag 1, MITF TRPM1 HTS -1, dFosB activator 4, PvdQ inh -8, V-ATPase pHluor 5 and CDK5 p35 inh -0.8.
For Cc1cccc(-n2ccc(=O)c(C(=O)Nc3ccc(S(=O)(=O)Nc4nccc(C)n4)cc3)n2)c1 the results were HTR5A inv ag -30, NSD2 HMT inh -2, SR-BI DiI inh -2, HTR5A ag 1, MITF TRPM1 HTS 10, Wnt act -2, dFosB activator -19, PvdQ inh -4, V-ATPase pHluor -1 and CDK5 p35 inh 0.7.
O=C(COC(=O)c1ccc(O)cc1)NCc1ccc2c(c1)OCO2 was read as HTR5A inv ag -7, NSD2 HMT inh -8, SR-BI DiI inh -1, HTR5A ag 8, MITF TRPM1 HTS -5, Wnt act -4, dFosB activator -2, PvdQ inh -14, V-ATPase pHluor -1 and CDK5 p35 inh -2.4.
Screening O=[N+]([O-])c1cc(S(=O)(=O)N2CCCC2)ccc1NN=C1CCCC1 returned HTR5A inv ag 19, NSD2 HMT inh -1, SR-BI DiI inh -9, HTR5A ag -6, MITF TRPM1 HTS -5, dFosB activator -2, PvdQ inh -4, V-ATPase pHluor -1 and CDK5 p35 inh 3.5.
For COc1ccc(C(C)C)cc1S(=O)(=O)N1CCN(C)CC1 the results were HTR5A inv ag -6, NSD2 HMT inh 1, SR-BI DiI inh -23, HTR5A ag 2, MITF TRPM1 HTS -6, dFosB activator -2, PvdQ inh 3, V-ATPase pHluor -3 and CDK5 p35 inh 1.2.
Screening COc1ccc2c(=O)c3c(=O)n(Cc4ccco4)c(-c4ccccc4)nc3oc2c1 returned HTR5A inv ag 24, NSD2 HMT inh 1, SR-BI DiI inh 34, HTR5A ag 0, dFosB activator -16, PvdQ inh -3, V-ATPase pHluor 1 and CDK5 p35 inh -0.3.
CCOC(=O)Cc1ncccc1C(=O)Nc1ccc(OC)cc1 was read as HTR5A inv ag 5, NSD2 HMT inh -3, SR-BI DiI inh -28, HTR5A ag -2, MITF TRPM1 HTS -5, Wnt act -2, dFosB activator 5, PvdQ inh 0, V-ATPase pHluor -1 and CDK5 p35 inh -1.0.
`CN(CC(=O)OCC(=O)NC1CCCC1)S(=O)(=O)c1ccc(Cl)cc1` gave HTR5A inv ag 0, NSD2 HMT inh 0, SR-BI DiI inh -38, HTR5A ag 1, MITF TRPM1 HTS 13, Wnt act 6, dFosB activator -2, PvdQ inh 2, V-ATPase pHluor 6 and CDK5 p35 inh -2.1.
